Assay outcomes: PubChem BioAssay, several laboratories
Efflux pump mplx – inhibitors of Candida efflux pumps in yeast, primary screen, S. cerevisiae, Nile Red, multiplex; 0.44% of 330,000 active; inhibition, % at 10 µM; S. cerevisiae Candida pump triplex;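 active means plate passing quality check with inhibition over a set limit, or well fluorescence over plate mean plus 4 SD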;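 further: Nile Red retained in pooled yeast measured as flow cytometry median fluorescence; 0% = buffer negative control and 100% = Enniatin B positive control; higher means more Nile Red kept so more efflux inhibition; some compounds called inactive have numbers as strong as hits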
PP1 inh – PP1-alpha phosphatase inhibitors, primary screen, counter-screen for PP5 inhibitor project, biochemical, fluorescence, OMFP substrate, single point | Serine/threonine-protein phosphatase PP1-alpha catalytic subunit (Homo sapiens), P62136 | purified PP1alpha | inhibition, % at 6.7 µM | 0.9% of 320,000 active | AID 2235, 2010;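 active means inhibition above the mean inhibition of all tested compounds plus 3 SD, computed separately for each screening campaign, cut at about 15% in these data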
Target sequence (P62136 whole entry, looked up): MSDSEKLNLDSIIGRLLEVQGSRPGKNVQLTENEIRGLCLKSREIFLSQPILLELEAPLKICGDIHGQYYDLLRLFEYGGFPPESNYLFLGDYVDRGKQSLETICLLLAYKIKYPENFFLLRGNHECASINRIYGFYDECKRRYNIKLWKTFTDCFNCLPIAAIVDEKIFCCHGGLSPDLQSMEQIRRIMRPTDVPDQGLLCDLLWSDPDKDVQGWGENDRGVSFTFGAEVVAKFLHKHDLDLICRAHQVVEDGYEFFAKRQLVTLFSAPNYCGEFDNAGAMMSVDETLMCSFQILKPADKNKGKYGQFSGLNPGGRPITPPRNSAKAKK
proCasp3 act – activators of human procaspase-3 D3A mutant, primary screen, biochemical, absorbance, PC-3 D3A mutant, single concentration; Caspase-3 (Homo sapiens), P42574; recombinant procaspase-3 D3A, Ac-DEVD-pNA absorbance 405 nm; activation, % at 8.5 µM; 0.11% of 330,000 active;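 active means activation above the mean of all tested compounds plus 3 SD, cut at about 21% in these data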;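 further: 0% = DMSO alone and 100% = DMSO wells spiked with extra 5 µM PC-3 D3A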
Target sequence (P42574 whole entry D9A/D28A/D175A): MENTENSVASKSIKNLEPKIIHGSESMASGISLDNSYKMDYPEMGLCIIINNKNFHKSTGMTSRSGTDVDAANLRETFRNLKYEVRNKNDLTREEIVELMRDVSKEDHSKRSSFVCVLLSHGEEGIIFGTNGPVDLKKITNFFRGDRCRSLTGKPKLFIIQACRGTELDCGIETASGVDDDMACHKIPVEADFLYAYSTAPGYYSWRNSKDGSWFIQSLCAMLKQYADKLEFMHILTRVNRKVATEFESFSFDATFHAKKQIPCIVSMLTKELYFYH
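Compound: 8.5 µM single point, 0.8% DMSO / Material: Autoprocessing-dead procaspase-3 D3A mutant enzyme / Timing: 1 h preincubation plus 2 h reaction at 25 °C / Medium: Zinc-free HEPES/NaCl buffer with 0.01% Triton X-100 at pH 7.4 / Technique: 405 nm absorbance of p-nitroaniline, reads at 0 and 120 min / Repeats: one well per compound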
GASC-1 inh – inhibitors of GASC-1 histone demethylase, primary screen, biochemical, fluorescence, DELFIA europium | GST-JMJD2C(1-420) H3K9me3 demethylation | inhibition, % at 2.35 µM | 0.069% of 330,000 active | AID 2099, 2009;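 active means more than half of a compound's replicate wells show inhibition beyond 50%, single wells judged on their own value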;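 further: signal counts dimethyl H3K9 product captured on neutravidin plate; 0% = median of DMSO wells and 100% = 0.3 times that DMSO median; strong numbers were not always called active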
procasp7 counter – procaspase-7 activators, primary screen, counter-screen for procaspase-3 activator project, biochemical, absorbance, HTS, human; recombinant procaspase-7, Ac-DEVD-pNA absorbance 405 nm; D23A/D198A/D206A triple mutant, cannot self-cleave; scale: DMSO 0, 5 µM enzyme 100; 0.093% of 330,000 active; Caspase-7 (Homo sapiens), P55210; activation, % at 8.5 µM;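 active means percent activation above the screen-wide mean plus 3 SD, cut at about 25% in these data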
Target sequence (P55210 whole entry D23A/D198A/D206A): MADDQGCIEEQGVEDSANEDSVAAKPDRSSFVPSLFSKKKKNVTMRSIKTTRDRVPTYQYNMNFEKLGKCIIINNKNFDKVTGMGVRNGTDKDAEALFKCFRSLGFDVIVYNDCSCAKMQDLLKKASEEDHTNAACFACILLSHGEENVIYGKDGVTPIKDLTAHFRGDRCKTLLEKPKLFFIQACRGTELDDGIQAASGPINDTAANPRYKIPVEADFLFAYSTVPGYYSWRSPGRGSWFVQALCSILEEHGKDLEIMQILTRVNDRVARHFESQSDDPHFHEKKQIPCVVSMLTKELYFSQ
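Replicates: singlicate. Assay system: Procaspase-7 triple mutant (PC-7 D3A). Signal: 405 nm absorbance of p-nitroaniline. Times: 1 h preincubation, 2 h reaction. Buffer or medium: Zinc-free HEPES pH 7.4 with 300 mM NaCl, 0.01% Triton X-100. Also added: DEVD-pNA substrate. Benchmarks: DMSO wells as 0%, DMSO with 5 µM added PC-7 as 100%.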
core dimer inh – inhibitors of HCV core protein dimerization, primary screen, biochemical, TR-FRET, high-throughput; TR-FRET GST/Flag-core106 dimerization, 1536-well; inhibition, % at 5 µM; 0.33% of 300,000 active;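 active means inhibition above the mean of all tested compounds plus 3 SD, set per screening campaign, cut at about 45% in these data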
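System: GST-tagged and Flag-tagged HCV core protein residues 1-106 / Input: core106 proteins, GST 13.5 nM and Flag 17 nM / Buffer or medium: KF-containing HEPES buffer, pH 7.45, DTT, CHAPS, BSA / Probe or stimulus: Eu-anti-GST and XL665-anti-Flag labelled anti-tag antibodies / Schedule: 4 h, 22.5 °C incubation / Technique: TR-FRET 671 and 617 nm emission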
Fh CTSL1 inh – Fasciola hepatica cathepsin L1 inhibitors, primary screen, counter-screen for PFM18AAP inhibitor project, biochemical, QFRET, fluorogenic peptide substrate; recombinant F. hepatica cathepsin L1, Z-Leu-Arg-MCA fluorescence; 0.49% of 300,000 active; inhibition, % at 5.96 µM;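 active means inhibition above the mean of all tested compounds plus 3 SD, set per screening campaign, cut at about 17% in these data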;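 further: 0% = plate median of test compound wells and 100% = 1 µM Z-Phe-Ala-diazomethylketone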
PP5 primary – PP5 phosphatase inhibitors, primary screen, biochemical, fluorescence; purified PP5c, OMFP substrate fluorescence; 0.18% of 320,000 active; inhibition, % at 6.7 µM; Serine/threonine-protein phosphatase 5 (Homo sapiens), P53041; AID 1987, 2009;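 active means inhibition above the campaign's mean inhibition across all tested compounds plus 3 SD, cut at about 9.5% in these data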;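 further: 0% = DMSO only and 100% = 100 µM cantharidin control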
TPT1 inh – Candida albicans TPT1 enzyme inhibitors, primary screen, biochemical, fluorescence polarization; recombinant caTPT1, FP RNA substrate dephosphorylation; inhibition, % at 5 µM; 0.81% of 300,000 active; tRNA 2'-phosphotransferase TPT1 (Candida albicans SC5314); AID 1962, 2009;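 active means inhibition above the mean of all tested compounds plus 3 SD, set per screening campaign, cut at about 24% in these data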;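 further: plate controls were DMSO alone for no effect and ferristatin control at 100 nM for full effect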
* marks the source's active call; other numbers are inactive results; · = no result given; & = joins results of further samples.

Second line of a record: Efflux pump mplx | PP1 inh | proCasp3 act | GASC-1 inh | procasp7 counter | core dimer inh | Fh CTSL1 inh | PP5 primary | TPT1 inh
[1] Cc1ccc(-c2cc(C(=O)N3CCN(C(=O)c4ccco4)CC3)[nH]n2)cc1C
  0.0 | 0 | 13 | 10 | 5 | 4 | 4 | 2.8 | -4
[2] COc1cc(CN2CCCC(C(=O)c3ccc(C(C)(C)C)cc3)C2)cc(OC)c1O (stereo unspecified)
  -0.2 | 7 | -5 | 16 | 1 | -50 | -1 | 3.1 | -3
[3] CC1(c2ccccc2Cl)NC(=O)N(CC(=O)N2CCc3ccccc32)C1=O (stereo unspecified)
  0.1 | · | -3 | -6 | -3 | · | · | · | ·
[4] Cc1csc(NC(=O)/C=C/c2ccco2)n1
  -1.7 | 0 | -2 | 1 | 9 | -3 | 5 | -2.0 | -2
[5] Cc1noc(C)c1CSc1nnc2ccc3ccccc3n12
  -0.1 | -2 | 5 | 3 | 8 | 0 | -2 | -1.9 | 0
[6] CC(=O)N1CCN(C(C)=O)C1c1ccccc1
  0.3 | -2 | -2 | 71 | 1 | 1 | 2 | 2.1 | 1
[7] CC1CCN(S(=O)(=O)c2ccc(C(=O)N3CCCC(C(F)(F)F)C3)cc2)CC1 (stereo unspecified)
  0.1 | -8 | 9 | 1 | 2 | -1 | 0 | 2.0 | -1
[8] O=C1NC(NS(=O)(=O)c2ccc(Cl)cc2)(C(F)(F)F)C(=O)N1c1ccccc1 (stereo unspecified)
  0.1 | -2 | 5 | 6 | -2 | -5 | 1 | 0.2 | -1
[9] Cc1ccc2c(CN3CCN(C(=O)c4ccco4)CC3)cc(=O)oc2c1C
  0.1 | 3 | -4 | 18 | 1 | 4 | -1 | 2.7 | -1
[10] COc1ccc(COc2cc(-c3cccc(OC)c3)nc3ccc(NC(=O)C(C)C)cc23)cc1
  0.2 | -6 | 3 | -7 | 3 | 7 | 0 | -1.8 | 4
[11] Cc1ccc(C(=O)c2coc3ccc(O)c(CN4CCN(C)CC4)c23)cc1
  0.2 | 6 | -3 | 0 | 6 | 0 | 11 | 2.7 | -2
[12] COc1ccc(NC(=O)/C(C#N)=C/c2ccc[nH]2)c(OC)c1
  0.0 | -3 | 4 | -1 | -6 | 13 | -3 | 1.9 | 6
[13] COc1ccccc1CNC(=O)c1ccc(-c2ccccc2C(F)(F)F)o1
  · | 2 | -3 | -1 | -4 | 1 | 6 | 2.7 | -3
[14] [N-]=[N+]=NCCN1CCN(CCc2ccccc2)CCC1=O
  0.1 | -2 | -2 | -4 | 1 | 1 | 0 | 2.3 | -3
[15] O=C(c1ccc(S(=O)(=O)Nc2ccc(F)cc2)cc1)N1CCN(c2ccccn2)CC1
  -0.1 | 3 | 1 | -2 | 7 | 4 | -1 | -0.6 | -3
[16] O=S(=O)(c1cccs1)N1CCN(c2ccnc3cc(Cl)ccc23)CC1
  -0.1 | 8 | 0 | 8 | 10 | 3 | -2 | 0.9 | -5
[17] Cc1ccc(C(=O)COC(=O)CNC(=O)c2ccco2)cc1
  0.4 | 1 | -10 | 10 | -5 | -1 | 0 | 3.1 | 1
[18] CCNC(=O)/C(=C/c1ccc2c(c1)OCO2)NC(=O)c1ccc(Br)cc1
  -0.2 | 2 | 2 | -9 | -15 | 2 | 3 | 0.3 | -3
[19] CCCN(CC(=O)Nc1ccccc1C)C(=O)Cc1cccs1
  0.1 | 0 | 4 | -5 | 1 | · | · | -2.4 | ·
[20] O=[N+]([O-])/C(C(Cl)=C(Cl)Cl)=C(\Sc1ccccc1)N1CCCCC1
  0.0 | 4 | -2 | 6 | -3 | -8 | -1 | -0.3 | -2
[21] CCC(=O)N1CCN(C(C)=O)C1c1ccccc1 (stereo unspecified)
  -0.1 | -2 | -2 | 35 | 12 | -7 | -2 | 0.2 | 0
[22] CCN(CC)c1ccc(NC(=S)NC(=O)c2ccco2)cc1
  0.3 | 1 | -12 | 12 | -20 | -8 | 4 | 2.3 | 2
[23] COc1ccc(NC(=O)CN(C)C(=O)C2CSC3(C)CCC(=O)N23)cc1 (stereo unspecified)
  -0.1 | -3 | 6 | 10 | -2 | · | · | 2.5 | ·
[24] COc1ccc(-c2ccc(/C=C(\NC(=O)c3ccccc3)C(=O)N3CCOCC3)o2)cc1
  0.0 | 1 | -2 | 2 | -13 | 2 | 78* | 2.2 | 5
[25] COc1ccccc1-c1cc(C(=O)NCc2ccc(Cl)cc2)no1
  -0.1 | -2 | 5 | -42 | -6 | 1 | 0 | 4.7 | 0
[26] O=C(OCCN1C(=O)c2ccccc2C1=O)Oc1ccccc1
  0.3 | -6 | -6 | 5 | -1 | 1 | 8 | 0.3 | 1
[27] O=C(NCC(=O)N1CCN(Cc2ccccc2)CC1)c1ccc(Br)o1
  -0.1 | 0 | 0 | -3 | -5 | -4 | 3 | 0.2 | -2
[28] COCc1cc(=O)n2[nH]c(C)c(-c3ccccc3)c2n1
  0.0 | -5 | 3 | -3 | -6 | -8 | -2 | -5.3 | 0
[29] COc1ccc(C)cc1NC(=O)c1cccc(C(=O)Nc2cc(C)ccc2OC)n1
  0.0 | -2 | 1 | -10 | -5 | -5 | 1 | -2.1 | -2
[30] Cn1c(SCc2cc(=O)[nH]c(C(C)(C)C)n2)nnc1C(F)(F)F
  -0.3 | 2 | -11 | -5 | 0 | -7 | 0 | 0.6 | -8
[31] CCC(=O)NC1(C(F)(F)F)C(=O)NC(C)=C1C#N (stereo unspecified)
  0.0 | 8 | 0 | 3 | -1 | -9 | 0 | 2.5 | -9
[32] CC1CCC/C(=N\NC(=O)COc2ccccc2Cl)C1 (stereo unspecified)
  0.0 | 6 | 6 | 4 | 13 | -4 | -3 | -0.2 | -2
[33] COC(=O)CC1=NN(c2nc(C)cc(C)n2)C(=O)C1
  0.2 | -5 | 5 | -8 | 2 | 2 | 0 | -2.7 | -2
[34] COc1ccc(CN2CCC(=O)N([C@H](CO)CC(C)C)CC2)cc1
  0.0 | -6 | -3 | 5 | -12 | 6 | -2 | 0.3 | -2
[35] CCOC(=O)c1cnc2c(Cl)cccc2c1NCCCN1CCOCC1
  -0.1 | 2 | 0 | -1 | -1 | -2 | 0 | 0.0 | 0
[36] CCN1/C(=C/c2cccc[n+]2C)Sc2ccc(OC)cc21
  0.2 | -1 | -1 | -3 | 2 | -14 | 1 | 0.6 | 1
[37] COc1ccccc1N1CCN(C(=O)c2cccc3c(=O)c(C)c(-c4ccccc4)oc23)CC1
  -0.1 | 1 | -1 | 3 | 4 | -3 | 7 | 2.6 | -3
[38] Cc1cccc(NC(=O)C2C(C(=O)O)C3C=CC2C32CC2)c1C (stereo unspecified)
  0.3 | -6 | -5 | 2 | -6 | 0 | 3 | 1.4 | 5
[39] COc1ccc(Cc2nc3ccc(C(=O)NC(C)Cc4ncccc4C)cc3o2)cc1OC (stereo unspecified)
  -0.2 | -1 | -4 | 29 | 8 | 4 | 1 | -0.5 | -2
[40] c1ccc2c(c1)CC/C2=N/Nc1nc2ccccc2[nH]1
  0.0 | 6 | 2 | 0 | 4 | -9 | 1 | 1.5 | 1
[41] COc1ccccc1-c1c(C)oc2c(CN3CCN(C)CC3)c(O)ccc2c1=O
  0.1 | 0 | -4 | -2 | 5 | 0 | 3 | 1.3 | 4
[42] O=C1C(O)=C(O)C(=O)c2ccccc21
  -0.1 | 6 | -9 | · | -5 | -30 | 61* | 13* | -2
[43] CCN(c1ccc(C)cc1C)S(=O)(=O)c1nnc(NC(=O)C(C)(C)C)s1
  0.0 | 9 | 0 | 3 | -15 | 5 | 4 | 1.7 | -2
[44] Cc1nn2c(=O)c3c4c(sc3nc2n1-c1ccccc1)COC(C)(C)C4
  -0.1 | 0 | 2 | -24 | 9 | -6 | 1 | 1.9 | -1
[45] CC(=O)Nc1ccc(N/C=C(\C=O)c2nc3ccccc3o2)cc1
  -0.1 | -2 | -8 | -5 | 3 | 1 | 3 | -2.0 | -6
[46] COC(=O)Cn1nc(-c2ccc(C)cc2)c2ccccc2c1=O
  -0.1 | -3 | 8 | -3 | 9 | 5 | -2 | 0.0 | -5
[47] COC(=O)c1c[nH]c(=O)c2ccccc12
  0.0 | 0 | 0 | 26 | -1 | 0 | 3 | 1.1 | -5
[48] CCOC(=O)N1CCN(C(=O)c2cnn3c(C(F)(F)F)cc(-c4cccs4)nc23)CC1
  0.1 | -5 | 3 | 16 | 4 | 0 | 5 | 0.5 | 2
[49] Cc1cccc(NC(=O)CSc2nnc(Cn3nnc(-c4ccccc4)n3)n2-c2ccccc2)c1
  0.1 | 5 | 2 | 24&-2 | 2 | 12 | 9 | 4.4 | -1
[50] COC(=O)C1=C(C)NC2=C(C(=O)CC(C)(C)C2)C1c1ccsc1 (stereo unspecified)
  -0.1 | 3 | -3 | 22 | 2 | 0 | 6 | 2.6 | -1

(continued)
Second line of a record: Efflux pump mplx | PP1 inh | proCasp3 act | GASC-1 inh | procasp7 counter | core dimer inh | Fh CTSL1 inh | PP5 primary | TPT1 inh
[51] O=C(NCCNC(=O)c1cc(F)cc(F)c1)c1cc(F)cc(F)c1
  0.4 | -3 | 3 | 7 | 6 | 5 | -3 | 1.1 | 0
[52] C/C(CC(=O)Nc1ccc(N(C)C)cc1)=N\NC(=O)c1ccncc1
  -0.1 | -3 | 7 | -1 | -7 | -6 | -1 | 1.7 | -3
[53] COC(=O)c1sc(NC(=O)CSc2nnnn2-c2ccc(C)cc2C)nc1C
  0.1 | -3 | 3 | -1 | -3 | 1 | 0 | 2.2 | 2
[54] CC1(C)C(=O)Nc2ccccc2N1C(=O)COC(=O)c1cc(S(=O)(=O)N2CCOCC2)ccc1F
  -0.1 | -1 | 2 | 26 | 0 | 16 | -6 | 0.5 | 1
[55] Cc1nc2cc(-c3cccc(F)c3)nn2c(C)c1CCC(=O)NC(C)c1ccc2c(c1)OCCO2 (stereo unspecified)
  0.0 | -4 | -3 | 8 | -3 | 8 | 2 | -0.6 | 2
